# Bioassay records as filed in PubChem BioAssay.
# S1P4 antag: blocks the human S1P4 receptor | AID 1510 | actives 0.26% (n = 220,000) | S1P4-expressing cells, antagonist mode, reporter read-out | inhibition, % at 4.98 µM; in the data active = inhibition above about 29%;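 note: 0% = wells stimulated with agonist and 100% = vehicle wells without agonist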
# Target sequence (O95977 whole entry, looked up): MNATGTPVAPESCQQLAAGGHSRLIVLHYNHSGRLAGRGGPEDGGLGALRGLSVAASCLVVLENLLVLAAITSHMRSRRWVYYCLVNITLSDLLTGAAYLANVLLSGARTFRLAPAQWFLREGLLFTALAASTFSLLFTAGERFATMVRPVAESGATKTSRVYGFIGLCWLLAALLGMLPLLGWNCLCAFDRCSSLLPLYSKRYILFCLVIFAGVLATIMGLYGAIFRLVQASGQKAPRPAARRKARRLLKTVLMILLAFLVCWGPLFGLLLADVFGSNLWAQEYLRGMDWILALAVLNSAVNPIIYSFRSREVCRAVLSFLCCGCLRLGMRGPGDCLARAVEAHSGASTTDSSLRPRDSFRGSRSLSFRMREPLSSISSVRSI
# S1P4 agonist: activates the human S1P4 receptor | O95977 | S1P4-expressing cell line, agonist reporter assay | activation, % at 4.98 µM | actives 0.35% (n = 220,000) | AID 1509; in the data active = activation above about 11%;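 note: 0% = DMSO vehicle and 100% = reference agonist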
# NPY Y1 blocker: NPY-Y1 (human) receptor antagonism; P25929; HEK293-CNG Y1 cells, membrane potential fluorescence; NPY at EC95, then isoproterenol; inhibition, % at 3.6 µM; actives 1% (n = 200,000); AID 1040;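 active = inhibition above the campaign mean inhibition of all tested compounds plus 3 SD, cut at about 20% in these data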;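 note: 0% = DMSO wells given NPY plus isoproterenol and 100% = isoproterenol alone without NPY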
#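 Benchmarks – high control isoproterenol alone, low control NPY with isoproterenol · Material – HEK293 Y1/CNG channel cell line · Times – dye 3 h, compound 60 min room temperature, stimulation 45 min · Probe or stimulus – NPY (25 nM), isoproterenol (1 µM), Ro 20-1724 (25 µM) · Evaluation – % inhibition of NPY effect · Signal – fluorescence, membrane potential probe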
# NPY-Y1 PAM-ag: potentiates or activates human NPY-Y1 receptor; P25929; NPY-Y1 expressing cells, potentiator/agonist activation; activation, % at 3.6 µM; actives 0.37% (n = 220,000); in the data active = activation above about 33%, passing the limit was not always enough;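 note: cells stimulated with NPY at EC10 then isoproterenol at EC100; 0% = low agonist plus stimulus and 100% = saturating agonist plus stimulus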
# NPY2 pot ag: human NPY-Y2 potentiation or agonism, primary screen | P49146 | cells expressing NPY-Y2, potentiator/agonist read-out | activation, % at 3.6 µM | actives 0.45% (n = 220,000) | AID 1359; in the data active = activation above about 27%;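 note: cells stimulated with NPY near EC25 plus isoproterenol at EC100; 0% = vehicle plus submaximal agonist and 100% = vehicle plus saturating agonist; some results beyond the cut were filed as inactive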
# EP2 mod: EP2 receptor (human) modulation. EP2-expressing cells, cAMP HTRF FRET, PGE2 co-stimulation. actives 0.83% (n = 260,000). induction, % at 25 µM;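 active = compounds whose cAMP rise, as percent of the full-agonist control response, exceeds 60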;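 note: rat C6 glioma line stably carrying human EP2 under a CMV promoter; the protocol text gives 20 µM as final concentration; 100% = response of wells given 1 µM PGE2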
# Target sequence (P43116 whole entry, looked up): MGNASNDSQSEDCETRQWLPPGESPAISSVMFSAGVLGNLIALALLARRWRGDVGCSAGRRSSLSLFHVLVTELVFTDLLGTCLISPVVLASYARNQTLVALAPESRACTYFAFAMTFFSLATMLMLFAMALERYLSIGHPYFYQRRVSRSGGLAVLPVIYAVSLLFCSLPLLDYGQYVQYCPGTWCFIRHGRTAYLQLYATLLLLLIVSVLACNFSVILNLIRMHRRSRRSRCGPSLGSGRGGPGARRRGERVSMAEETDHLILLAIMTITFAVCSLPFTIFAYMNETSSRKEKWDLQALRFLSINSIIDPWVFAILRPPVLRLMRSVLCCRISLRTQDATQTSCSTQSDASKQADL
# TRPN1 ag: agonists of zebrafish TRPN1 channel. HEK293 zebrafish TRPN1-YFP, Fluo-8 calcium fluorescence; 100% = response to 87 µM carbachol. activation, % at 3 µM. actives 0.18% (n = 220,000);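 active = activation above its plate's cutoff, the mean activation of test wells on that plate plus 3 SD, cut at about 19% in these data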;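 note: 0% = DMSO alone and 100% = 87 µM carbachol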
#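 Material: zebrafish TRPN1-YFP in HEK293 cells; Doses: single test compound dose, 3 µM nominal, 0.3% DMSO; Timing: dye loading 1 h at 37 °C, then 30 min room temperature; Technique: intracellular calcium fluorescence with Fluo-8; Benchmarks: high carbachol 87 µM, low DMSO alone.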
# CHOP inhibitor: CHOP inhibition in unfolded protein response | inhibition, % at 10 µM | actives 3.8% (n = 220,000) | CHO-K1 CHOP-promoter luciferase, tunicamycin-induced, 15-18 h;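 active = compounds that reduced the stress-induced luciferase reporter signal by more than about 70% of percent inhibition, limit read from the data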;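 note: 0% = tunicamycin plus vehicle and 100% = wells without tunicamycin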
# TRPML3 agonist: human mucolipin-3 channel agonism | actives 0.29% (n = 220,000) | Q8TDD5 | AID 1448 | HEK293 TRPML3-YFP, Fluo-8 calcium fluorescence; 100% = the carbachol control signal | activation, % at 3 µM;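 active = activation above its plate's cutoff, the mean activation of the plate's test wells plus 3 SD, cut at about 12% in these data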;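 note: 0% = DMSO only wells and 100% = carbachol wells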
#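 Test system: TRPML3-YFP stable HEK293 cells. Doses: single point at 3 µM. Incubation: dye loading 1 h 37 °C then 30 min ambient, 125 s read. Signal: Fluo-8 calcium dye fluorescence, ex 470-495, em 515-575 nm. Measure: percent activation from peak-to-basal fluorescence ratio, scaled between DMSO and carbachol.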
# * marks the source's active call; other numbers are inactive results; . = no result given; & = joins results of further samples.
SMILES,S1P4 antag,S1P4 agonist,NPY Y1 blocker,NPY-Y1 PAM-ag,NPY2 pot ag,EP2 mod,TRPN1 ag,CHOP inhibitor,TRPML3 agonist
O=C(c1ccc(F)cc1)N1CCC(O)(c2cccnc2)CC1,-0.4,-0.6,-9.1,-3.8,8.3,-1.3&-14.5,0.0,-6.9,0.4
Cc1cccc(OC(C)C(=O)N2CCCc3ccccc32)c1 (configuration not stated),-12.4,0.1,3.0,-1.6,10.5,4.4,-1.5,27.7,-0.1
NCCCN1CCOCC1,-6.7,-0.9,-3.1,7.0,-11.2,2.5,1.7,-20.5,0.7
COc1cc(/C=C/C(=O)OCc2cn3cc(Cl)ccc3n2)ccc1O,-3.8,-0.2,.,-24.3,-14.1,-13.2,-1.9,22.9,-1.5
CCCC(=O)Nc1ccc(Sc2ccc([N+](=O)[O-])cc2)cc1,-16.7,1.4,-1.9,15.7,-1.8,-16.4,2.7,54.6,0.7
CC12CCC(C/C1=N/NC(=O)Nc1ccccc1)C2(C)C (configuration not stated),10.1,1.4,-2.5,-5.8,6.7,-90.7,1.2,89.6*,0.8
COc1ccc(CC(=O)NC(C)c2nnc(SCCOc3ccc(OC)cc3)n2C)cc1 (configuration not stated),-8.3,-2.7,-6.0,-2.6,14.0,-8.3,-1.4,15.6,0.0
CNC(=O)c1ccsc1NC(=O)c1ccc(Cl)s1,-9.7,1.3,-0.2,-5.2,-2.7,-10.8,2.4,17.8,0.7
C=C(C)C1CC=C(CN2CC(C)OC(C)C2)CC1 (configuration not stated),-19.8,-1.1,0.7,1.5,4.8,9.2,0.9,38.5,0.6
COc1ccc(-c2cc(CNC(=O)CCl)on2)cc1,-1.1,-1.7,2.9,-5.3,0.3,13.2,1.3,35.0,0.6
Cc1nn(-c2ccccc2)c(C)c1NC(=O)COc1ccc(F)cc1Cl,-0.6,1.5,0.3,-5.3,23.0,-37.6,6.4,22.5,3.0
Cc1ccccc1-c1nc(CN2CCC(C(=O)NCc3cccnc3)CC2)c(C)o1,-11.5,-3.6,-2.0,-14.8,-16.8,6.4,0.1,-0.8,0.5
Cc1cc(NC(=O)CSc2ncnc3c2cnn3-c2ccccc2)no1,-9.8,-1.2,-4.2,-6.3,-7.8,-23.6,0.3,44.2,0.6
COC(=O)CC1(C(=O)OC)Oc2ccc(Br)cc2C(=O)N1c1cccc(Cl)c1Cl (configuration not stated),5.4,0.1,.,-7.4,-7.8,-18.1,1.3,21.3,-0.9
CCNC(=S)N/N=C1\CCCCc2ccccc21,-26.9,0.1,-1.3,5.5,3.1,28.6,-1.7,-8.2,-0.3
OCCNc1nc(Nc2ccccc2)nc2ccccc12,-19.6,-1.3,0.4,-10.8,11.0,-21.7,1.4,-6.7,1.0
O=C(NCc1ccccn1)c1ccc(Cl)s1,0.3,-1.0,2.9,9.0,-0.3,24.5,-0.1,19.1,0.7
O=C(NCCC1=CCCCC1)C1CCCN(S(=O)(=O)c2cccc3cccnc23)C1 (configuration not stated),-12.1,-1.2,-1.5,4.7,-7.1,-5.9,1.2,43.9,-0.6
Cc1cccc(NS(=O)(=O)c2ccc3[nH]c(=O)cc(C(=O)OC(C)C(=O)Nc4ccc([N+](=O)[O-])cc4)c3c2)c1 (configuration not stated),-4.1,-0.5,-7.2,7.1,17.6,-39.9,-0.8,-2.2,-0.2
CCc1nc2ccccc2c(C(=O)Oc2cccc3cccnc23)c1C,-14.8,0.5,8.6,-20.1,18.7,4.6,0.8,8.1,0.1
Cc1cc(C)n(-c2nc(SCC(=O)Nc3nccs3)c3c4c(sc3n2)COC(C)(C)C4)n1,-9.3,0.6,0.6,-5.9,-5.6,17.7,2.3,6.5,-0.4
CC1(C)CC(=O)c2c(O)c(-c3ccccc3)c(=O)n(-c3ccccc3)c2C1,-9.5,0.6,-1.5,1.9,2.0,29.8,2.7,3.1,1.3
CCCCNCc1ccc(OCc2ccc(Cl)nc2)c(OC)c1,-8.5,1.0,.,-11.6,-6.5,-24.1,1.6,7.8,2.3
c1ccc2c(c1)oc1c(Nc3ccc4c(c3)OCCO4)ncnc12,2.5,-4.6,0.6,-8.7,-2.5,-11.3,-0.9,12.9,-1.3
CC(C)(CO)NCc1ccccc1OCC(=O)Nc1ccccc1,5.1,-1.9,2.6,8.4,7.8,-4.2,-0.6,6.0,-0.2
COc1ccc(CN2CC(C(=O)NCC3CCCO3)CC2=O)cc1 (configuration not stated),2.2,-0.8,0.3,18.2,12.6,19.0,0.2,48.4,0.3
Cc1cc(Cl)ccc1N=C1N=C(N)c2ccccc21,-9.7,1.9,-1.5,-1.9,4.8,6.7,-1.4,33.1,0.1
O=C(CN1C(=O)C2CC=CCC2C1=O)Nc1ccc(S(=O)(=O)N2CCOCC2)cc1 (configuration not stated),-17.4,1.8,1.3,6.3,12.8,1.6,-0.7,-29.8,0.0
CC(C)Sc1nc2ccccc2n1CC(N)=O,-5.3,2.0,12.7,12.2,14.2,25.1,1.1,29.1,0.9
O=c1o[nH]c(-c2ccccc2)c1C=Nc1ccc(Cl)cc1,-17.1,0.3,-4.1,-6.9,2.6,1.3,0.0,0.4,0.7
CC(C)(C)NC(=O)C(c1cccs1)N(Cc1cccs1)C(=O)c1csnn1 (configuration not stated),-10.8,-0.5,1.6,-0.7,-10.6,4.0,-2.5,-7.0,-0.7
Cc1ccc(C(=O)N2CCN(C)CC2)cc1S(=O)(=O)N1CCCCC1,-16.7,1.1,2.1,14.6,8.9,4.6,-1.0,33.5,1.0
Cc1ccc(-c2cccc(NC(=O)C3C4C=CC(C4)C3C(=O)O)c2)o1 (configuration not stated),-11.2,2.4,3.3,-8.8,-17.7,25.9,-1.2,31.1,-0.3
Brc1ccc(-c2csc(/N=C/N3CCOCC3)n2)cc1,0.1,-1.9,35.1*,-23.4,-11.9,-13.7,-1.1,45.0,-1.0
COc1ccc([C@@H](C)NC(=O)CCc2nnc(-c3cc(C)on3)o2)cc1,-8.1,-0.4,-3.0,2.8,-13.5,17.3,0.3,-6.2,0.3
Fc1ccccc1N=C1Nc2cccc3cccc1c23,9.3,1.5,6.3,-7.0,-5.0,-63.3,-3.2,41.9,-0.3
Cc1[nH]c2c(Cl)cccc2c(=O)c1CN1CCCC1,-11.0,-0.4,-0.6,16.5,11.6,3.0,0.1,12.0,0.8
COc1ccc(C(=O)Cc2cc(OC)c(OC)cc2[N+](=O)[O-])cc1,-18.4,0.6,1.6,6.7,0.9,2.1,2.7,20.4,0.6
CCCS(=O)(=O)C/C(N)=N/OC(=O)c1ccccc1Cl,-7.8,1.9,.,10.7,9.4,-9.5,1.5,-22.9,0.7
O=C(COC(=O)c1cnccn1)NCCc1ccccc1,-10.3,-0.4,1.7,6.3,4.7,2.5,1.3,5.9,0.0
CC(=O)Nc1ccc2nc(-c3ccc(Br)o3)[nH]c2c1,-23.3,2.8,6.8,-12.2,3.6,-14.4,0.1,-4.0,1.0
Cc1ccccc1NS(=O)(=O)c1ccc(NC(=O)CSCc2ccc(Br)cc2)cc1,1.0,-2.1,-1.4,-5.2,-5.9,-22.1,0.4,79.8*,0.1
COC(=O)c1ccn(-c2nc(-c3ccco3)cc(C(F)(F)F)n2)n1,-3.1,1.2,5.8,9.2,-12.4,7.0,0.1,2.8,0.8
CN(CCO)C(=O)C1CCN(c2ncc(C(F)(F)F)cc2Cl)CC1,5.5,-0.4,-1.1,-0.1,1.7,-26.0,2.5,4.2,2.1
CN(CC(=O)OCC(N)=O)S(=O)(=O)c1ccc(Cl)cc1,-10.4,2.0,-0.4,-17.2,3.8,10.2,1.1,26.9,0.8
CC(=O)N1CCN(c2ccc(NCc3ccc(C(C)C)cc3)cc2)CC1,-11.3,-1.1,-0.6,0.8,0.5,-0.2,0.7,31.2,-0.5
O=C(Nc1ccc(Cl)c(Cl)c1)Nc1cc(C(=O)N2CCOCC2)ccc1N1CCCCC1,-15.0,-4.4,1.9,-4.0,-0.1,.,2.5,.,0.2
NC(=S)N1CCCc2ccccc21,5.5,1.8,.,6.5,0.3,12.1,1.8,-3.4,-0.1

# Three structures out of the list, ordered by formula weight, descending:
SMILES,S1P4 antag,S1P4 agonist,NPY Y1 blocker,NPY-Y1 PAM-ag,NPY2 pot ag,EP2 mod,TRPN1 ag,CHOP inhibitor,TRPML3 agonist
O=C(Nc1ccc(Cl)c(Cl)c1)Nc1cc(C(=O)N2CCOCC2)ccc1N1CCCCC1,-15.0,-4.4,1.9,-4.0,-0.1,.,2.5,.,0.2
COC(=O)c1ccn(-c2nc(-c3ccco3)cc(C(F)(F)F)n2)n1,-3.1,1.2,5.8,9.2,-12.4,7.0,0.1,2.8,0.8
CN(CC(=O)OCC(N)=O)S(=O)(=O)c1ccc(Cl)cc1,-10.4,2.0,-0.4,-17.2,3.8,10.2,1.1,26.9,0.8

# Next section.
SMILES,S1P4 antag,S1P4 agonist,NPY Y1 blocker,NPY-Y1 PAM-ag,NPY2 pot ag,EP2 mod,TRPN1 ag,CHOP inhibitor,TRPML3 agonist
Cc1c(C(=O)N2CCC(Cc3ccccc3)CC2)sc2ncnc(N3CCC(C)CC3)c12,0.9,0.5,6.5,-7.8,-7.7,-21.6,-0.9,43.8,-0.3
CCOc1ccc(NC(=O)CSCC(=O)O)cc1,-5.4,-2.6,0.8,10.8,18.9,11.6,-0.2,24.2,0.4
COc1ccc(C(=O)OCC2CC(c3ccccc3)N(C)O2)cc1 (configuration not stated),-25.5,1.7,2.3,-12.0,-0.5,11.4,-0.1,79.7*,0.7
COc1ccc(C(C)=O)cc1CSc1nc(C)cc(C)n1,-9.1,0.1,5.4,-0.3,-7.7,27.1,0.1,10.9,0.2
CC1CCN(C(=O)CCc2ccc(S(=O)(=O)NC(C)C)cc2)CC1,8.8,-2.8,3.5,13.9,-4.9,-3.0&18.2,-0.5,36.8,0.2

# As entered above:
# COc1ccc(C(=O)OCC2CC(c3ccccc3)N(C)O2)cc1 (configuration not stated) in CHOP inhibitor has 79.7*
# Cc1c(C(=O)N2CCC(Cc3ccccc3)CC2)sc2ncnc(N3CCC(C)CC3)c12 in S1P4 antag has 0.9
# CCOc1ccc(NC(=O)CSCC(=O)O)cc1 in NPY-Y1 PAM-ag has 10.8
# CC1CCN(C(=O)CCc2ccc(S(=O)(=O)NC(C)C)cc2)CC1 in TRPML3 agonist has 0.2

# Quoted at random: 2 entries already listed
SMILES,S1P4 antag,S1P4 agonist,NPY Y1 blocker,NPY-Y1 PAM-ag,NPY2 pot ag,EP2 mod,TRPN1 ag,CHOP inhibitor,TRPML3 agonist
CC1CCN(C(=O)CCc2ccc(S(=O)(=O)NC(C)C)cc2)CC1,8.8,-2.8,3.5,13.9,-4.9,-3.0&18.2,-0.5,36.8,0.2
COc1ccc(C(C)=O)cc1CSc1nc(C)cc(C)n1,-9.1,0.1,5.4,-0.3,-7.7,27.1,0.1,10.9,0.2
